Source: PubChem BioAssay
XIAP antagonists = small molecules displacing peptide from XIAP – biochemical, IAP family, fluorescence polarization (AID 1018); XIAP BIR domain, fluorescence polarization peptide displacement; higher % means a stronger effect; displacement, % at 20 µM; hits with a dose series show IC50 in µM; hit rate 0.007% among 200,000; in the data active means displacement above about 50%; further: a part of the inactive calls stands beside numbers as strong as those of hits
K1F lysis inhibition = inhibition of K1F phage lysis, E. coli UTI89, bacterial capsule biogenesis inhibitors, alamar blue (AID 488966) | E. coli UTI89 K1F phage lysis, alamar blue, 2 h; higher % means a stronger effect | inhibition, % at 100 µM, or IC50 in µM where a hit was titrated | hit rate 0.02% among 340,000;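 active means phage lysis inhibition, versus mean bacterial control, above a set limit; inconclusive means no clear call, values can overlap the other calls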;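 further: capsule biogenesis inhibitors block K1F phage lysis so surviving cells raise fluorescence; higher fluorescence means more inhibition of phage lysis; actives were called in the ten point dose series up to 300 µM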
ER stress rescue = protection against thapsigargin-triggered cell killing – 384-well, CSM14.1, ATP luminescence, primary screen (AID 1222); CSM14.1 thapsigargin-induced death rescue, ATP luminescence; higher % means a stronger effect; 190,000 tested, under 10 active; cellular ATP content (survival), % at 20 µM; hits with a dose series show EC50 in µM;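 active means EC50 below 50 µM in the dose-response confirmation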;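 further: death triggered by thapsigargin at about 15 µM added after 2 h compound pretreatment; cell ATP read after overnight thapsigargin exposure of roughly 18 to 22 hours; normalized against plate controls of thapsigargin alone and 5% DMSO vehicle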
RSV antiviral HEp-2 = inhibition of RSV-induced cytopathic effect – HEp-2 cells, primary 10 µM value included (AID 2391). hit rate 0.13% among 310,000. CPE inhibition, % at 10 µM, or IC50 in µM where a hit was titrated. HEp-2 cells, RSV-induced CPE inhibition; higher % means a stronger effect; in the data active means a potency from the dose series; inconclusive means CPE inhibition mostly from about 23% at the one dose, without a potency; inactive means the rest, 99 in 100 with CPE inhibition below about 21%; further: strong numbers were not always called active
Yfh1-off respiration = mitochondrial function rescue without frataxin homolog – Friedreich's ataxia, plus single-dose screen, dose response (AID 1465) | hit rate 0.074% among 220,000 | fold induction at 50 µM, or EC50 in µM where a hit was titrated | S. cerevisiae Yfh1-off respiration, WST-1 reduction, 72 h; higher fold induction means a stronger effect;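 active means fold induction of absorbance versus untreated yeast above a set limit, then at least 30% activation at any dose in follow-up; inconclusive means repeats straddling the limit, or above it without dose testing; inactive means fold induction below the set limit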;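 further: activators that raise dye reduction in frataxin-depleted yeast; strong numbers were not always called active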
West Nile virus CPE = inhibition of WNV-induced cytopathic effect – cell-based, CPE readout (AID 1621); hit rate 0.02% among 290,000; one-dose CPE inhibition, % at 10 µM; IC50 in µM for titrated hits; West Nile virus-infected cells, CPE inhibition; higher % means a stronger effect; in the data active means a potency from the dose series; inconclusive means CPE inhibition mostly from about 3.7% at the one dose, without a potency; inactive means the rest, 99 in 100 with CPE inhibition below about 2.2%; further: strong numbers were not always called active
NS5 inhibitors = Dengue-2 NS5 methyltransferase inhibitors, primary screen, biochemical, confirmation dose response (AID 588689). hit rate 0.3% among 340,000. one-dose inhibition, % at 25 µM; IC50 in µM for titrated hits. Dengue-2 NS5 methyltransferase capping enzyme assay, biochemical; higher % means a stronger effect; in the data active means a potency from the dose series; inconclusive means inhibition above about 29% without an active follow-up result
SV40 large T antigen = TAg ATPase/helicase activity blockers – biochemical (AID 1903); hit rate 0.39% among 310,000; SV40 large T antigen ATPase/helicase inhibition assay; higher % means a stronger effect; one-dose inhibition, % at 20 µM; IC50 in µM for titrated hits; in the data active means a potency from the dose series; inconclusive means inhibition mostly from about 32% at the one dose, without a potency; inactive means the rest, 99 in 100 with inhibition below about 32%; further: strong numbers were not always called active
WT yeast gro inh = growth inhibition of WT yeast, mitochondrial fusion screen; mitochondrial fusion phenotypic screen, WT strain; inhibition, % at 10 µM; hit rate 2.1% among 190,000; AID 1362; in the data active means inhibition above about 58%; tested in S. cerevisiae
WT yeast gro inh mutant strain = further read-out of WT yeast gro inh, marked with its call; inhibition, %; mitochondrial fusion phenotypic screen, mutant strain inhibition
Numbers without * were called inactive; i = inactive; ? = inconclusive; . = not tested or not shown; [ ] = remark or other dose.

molecule | K1F lysis inhibition | West Nile virus CPE | XIAP antagonists | RSV antiviral HEp-2 | ER stress rescue | SV40 large T antigen | WT yeast gro inh | WT yeast gro inh mutant strain | NS5 inhibitors | Yfh1-off respiration
N/C(=N\OC(=O)CCCOc1ccccc1)c1ccncc1 | 0.3% | -1.0% | -4.4% | 0.8% | 0.1% | 7% | 5 | 13 | -6% | i
Cc1ncoc1C(=O)NC1CC(C)(C)Cc2c1cnn2-c1ccc(F)cc1 (stereo unspecified) | 0.1%[50 µM] | -0.4% | . | 2.1% | . | 15% | . | . | -1% | .
CC(C(=O)OCC(=O)Nc1ccc2c(c1)OCO2)N1C(=O)c2ccccc2C1=O (stereo unspecified) | 0.0% | 0.4% | -10% | 0.4% | 2.4% | 9% | 1 | 11 | 12% | i
CC(=O)Nc1nonc1NC(=O)c1ccc(C(C)(C)C)cc1 | -0.2% | -0.2% | -3.7% | 5.0% | 0.9% | 9% | -13 | 14 | -8% | i
O=S1(=O)c2ccccc2C(CCO)N1Cc1ccccc1 (stereo unspecified) | 2.1% | 0.0% | . | 0.8% | . | 9% | . | . | -5% | i
Cc1nc2nc(-c3cccs3)cn2nc1C | -1.2% | . | -6.3% | 0.4% | -1.2% | 7% | -1 | 6 | 18µM* | .
C/C(=N\S(=O)(=O)c1ccc(C)cc1)N(C)C | 1.6%[50 µM] | 0.0% | . | -0.3% | . | 13% | . | . | 9% | i
Cc1nc(C)c(C(=O)Nc2ncc([N+](=O)[O-])s2)o1 | 0.0% | 0.3% | 2.2% | 0.3% | . | 13% | 1 | 4 | 14% | i
COc1ccccc1C(=O)Nc1ccc(C(=O)N2CCCCC2)cc1 | 0.0% | -0.2% | . | 2.9% | . | 0% | . | . | -4% | .
O=C(NCc1ccco1)c1ccccc1 | 1.4% | 1.3% | . | 2.6% | . | 9% | . | . | -2% | .
O=C(NCCc1ccccc1C(F)(F)F)C1CCC(=O)N(CCCN2CCCC2=O)C1 (stereo unspecified) | 0.3% | 0.1% | . | 0.5% | . | 10% | . | . | 2% | .
COc1ccc(OCC(=O)N/N=C(\C)CC(=O)Nc2cccc([N+](=O)[O-])c2)cc1 | 0.1% | -0.4% | -11% | 1.5% | -1.2% | 10% | -15 | 6 | -16% | i
CCN(CC)S(=O)(=O)c1ccc(/C=C/C(=O)OCC(=O)NCc2ccc3c(c2)OCO3)cc1 | 2.4% | 0.1% | -4.5% | -0.4% | -1.1% | 11% | -17 | 13 | -6% | i
Cc1ccc(-c2cc(C(=O)NCCCn3ccnc3)no2)cc1 | 0.2% | -0.4% | -6.8% | 0.9% | 3.0% | . | -11 | -10 | -8% | i
C=CCN(C(=O)c1csnn1)C(C(=O)NCc1ccccc1)c1c(F)cccc1Cl (stereo unspecified) | 0.1% | -0.6% | . | 0.6% | . | 7% | . | . | -7% | .
CN1CCN(CCC(=O)N/N=C/c2cc([N+](=O)[O-])ccc2O)CC1 | -6.8% | 0.0% | -5.0% | 2.2% | -1.1% | 0% | 7 | -6 | 1% | i
Cc1ccc(CNC(=O)COc2cc(O)c3c(c2)OC(C)(C)CC3=O)cc1 | 2.7% | -0.4% | . | 3.9% | . | . | . | . | 1% | .
Cc1ccccc1NC(=O)c1cc(S(=O)(=O)c2ccccc2)ccc1Cl | 0.1% | -0.3% | 27% | 0.8% | -1.5% | -1% | 7 | 4 | -1% | i
COC(=O)Cc1c(C(=O)OC)nnn1-c1ccc(OC(F)(F)F)cc1 | 2.8% | -0.3% | -7.3% | 2.7% | -1.5% | 0% | 14 | -13 | . | i
O=C(Nc1ncc(Cc2cccc(Cl)c2)s1)C1=NCCN1 | 2.6% | 0.2% | -4.9% | -3.2% | 3.0% | 6% | 7 | 9 | -3% | i

Copied from the list.
`COc1ccc(OCC(=O)N/N=C(\C)CC(=O)Nc2cccc([N+](=O)[O-])c2)cc1` in WT yeast gro inh mutant strain reads 6
`Cc1ccccc1NC(=O)c1cc(S(=O)(=O)c2ccccc2)ccc1Cl` in NS5 inhibitors reads -1%

Other records follow:
molecule | K1F lysis inhibition | West Nile virus CPE | XIAP antagonists | RSV antiviral HEp-2 | ER stress rescue | SV40 large T antigen | WT yeast gro inh | WT yeast gro inh mutant strain | NS5 inhibitors | Yfh1-off respiration
c1ccc(CSc2ncccn2)cc1 | 0.4%[50 µM] | 0.0% | -3.3% | 0.8% | -1.0% | 13% | 11 | 18 | -1% | i
CCOc1ccc(CN2CCN(S(=O)(=O)c3ccc(NC(C)=O)cc3)CC2)cc1OC | -0.2%[50 µM] | -0.3% | -5.7% | 17% | -0.1% | 4% | -2 | 17 | -4% | i
C=CCOC(=O)C1=C(C)NC(SCC)=C(C#N)C1c1ccc(Cl)cc1 (stereo unspecified) | 0.9% | ? | -7.0% | 9.1% | -0.4% | 4% | 8 | 36 | 1% | i
O=c1c2ccccc2n2c(-c3ccc(C(F)(F)F)cc3)nnc2n1Cc1ccccc1 | -1.8% | 0.1% | -6.1% | 1.0% | -1.1% | 2% | 26 | 2 | -8% | i
Cc1nc(SCC(=O)Nc2nc3ccccc3s2)c(C#N)c(C)c1C | 0.1% | -0.7% | 1.3% | 4.4% | -3.0% | 6% | 4 | -5 | 7% | i
CN(C)CCCNC(=O)CCc1nc2ccccc2c(=O)[nH]1 | 0.0% | 0.2% | 0.9% | 0.9% | -1.7% | -3% | -4 | -14 | 2% | i
COc1ccc(S(=O)(=O)c2nnn(-c3cccc(Cl)c3)c2N)cc1 | 0.2% | -0.3% | -5.6% | 8.6% | 2.7% | 7% | 4 | 5 | 0% | i
O=C(N/N=C/c1cccnc1)c1ccc([N+](=O)[O-])cc1 | -0.8% | 0.1% | -0.9% | -0.6% | -3.9% | 10% | -4 | 4 | -6% | i
CC1=C(C(=O)OCC(C)C)[C@]23C(=O)c4ccccc4[C@@]2(O1)OC(N)=C3C#N | 0.0% | -0.3% | -3.5% | 3.9% | 3.3% | 9% | 15 | -39 | -6% | i
CCN(CC)C(=O)N1CCN(C(=O)N(CC)CC)CC1 | -0.1% | -1.1% | -3.2% | -0.6% | -1.2% | . | -9 | -10 | -3% | i
Cc1ccc(S(=O)(=O)Nc2cc(C(=O)NCCN(C)C)ccc2N2CCCC2)cc1 | 0.2% | 0.1% | . | 0.2% | . | 23% | . | . | -3% | .
O=C1COc2ccc(C(=O)COC(=O)Cn3cnc4ccccc43)cc2N1 | 3.4% | 0.4% | -11% | -0.5% | 1.0% | 3% | 15 | 13 | 2% | i
O=C(COC(=O)CCc1nc2ccccc2c(=O)[nH]1)NCc1ccc(F)cc1 | 0.2% | 0.6% | . | 0.5% | . | 1% | . | . | -5% | i
O=C(Cc1ccc(S(=O)(=O)N2CCOCC2)s1)Oc1ccc(F)cc1 | 1.4%[50 µM] | . | . | 0.5% | . | 10% | . | . | 4% | .
COCCCNc1ncnc2c1sc1nc(-c3ccco3)c3c(c12)CC(C)(C)OC3 | 0.1% | 1.0% | . | 3.3% | . | 20% | . | . | -8% | .
CCOc1ccc(C(=O)NCC(=O)NNC(=O)C2COc3ccccc3O2)cc1OCC (stereo unspecified) | 0.8%[50 µM] | . | . | 0.3% | . | 1% | . | . | -11% | .
COc1ccc(CNC(=O)c2csc(Cc3ccccc3)n2)cc1 | 0.0% | 0.1% | -0.5% | 10% | -0.5% | 3% | 18 | 29 | -4% | i
O=C1CCC(C(=O)N2CCCCO2)CN1CCc1ccc(Cl)cc1 (stereo unspecified) | -0.1% | -0.1% | . | 0.8% | . | 4% | . | . | -3% | .
CCC1CCC(C(=O)NC(C(=O)NCCN2CCOCC2)C(C)C)CC1 (stereo unspecified) | 0.2% | -1.0% | . | 1.3% | . | 6% | . | . | -3% | .
Cc1cc(C)n(CC(O)COc2c(C)cccc2C)n1 (stereo unspecified) | 0.3% | -0.1% | -31% | 0.3% | 1.4% | 4% | -2 | 4 | -5% | i
CC/C(=N\NC(=O)CCC(=O)NCc1ccccc1)c1ccc(O)cc1 | i | -0.8% | -3.9% | 1.3% | -3.3% | 35µM* | -18 | 7 | 9% | i
N=c1ccn(Cc2cccc(Cl)c2)cc1 | 0.8% | 1.8% | -3.8% | 1.2% | . | 10% | -7 | -1 | . | i
C/C(=N/NS(=O)(=O)c1ccc(F)cc1)c1ccc(NC(=O)c2ccc(C)o2)cc1 | 0.9% | -0.1% | -5.7% | 22% | -1.8% | 2% | 9 | -7 | -7% | i
Cc1n[nH]c(C)c1N1C(=O)c2cccc3c(N4CCCCCC4)ccc(c23)C1=O | -1.2% | 0.8% | 28% | 16% | -1.2% | 9% | -1 | 5 | ? | i
Cc1ccccc1NC(=O)Cc1nc(COC(=O)CCNS(=O)(=O)c2ccccc2)cs1 | 0.6%[50 µM] | . | . | -0.8% | . | 15% | . | . | -13% | .
CCOc1ccc(CN2CCN(Cc3cccn3-c3cccnc3)CC2CCO)cc1 (stereo unspecified) | 0.2% | -1.0% | -0.7% | 0.0% | 0.1% | 8% | -5 | 13 | -12% | i
CCCn1c(SCC(=O)OCC)nc(C(F)(F)F)cc1=O | 0.1% | 0.4% | -6.6% | ? | -0.5% | 5% | -4 | 4 | 4% | i
Cc1cc(-c2nnc(CCC(=O)NC(C)c3ccc(F)cc3)o2)no1 (stereo unspecified) | 0.0% | 0.1% | -2.6% | -0.4% | -0.5% | 7% | 3 | 2 | 6% | i
Cc1ccc(CN(C)C(=O)c2c(C)nn(-c3ccccc3)c2C)cc1 | 0.2% | -1.3% | . | 3.2% | . | 8% | . | . | -11% | .
O=C1[C@H]2CC3CCC2(O3)[C@@H]2OCCCN12 (stereo partly specified) | 0.8% | . | . | 1.7% | . | 24% | . | . | 9% | .
CC(=O)c1ccc(NC(=O)CSc2nnc3ccc(-c4ccccn4)nn23)cc1 | 1.0%[50 µM] | . | . | -1.5% | . | 16% | . | . | 0% | .
O=C1CC2(CCN(C(=O)c3ccccc3Cl)CC2)Oc2ccccc21 | -1.0% | . | . | 2.0% | . | 13% | . | . | -3% | .
CCCC1COC(Cn2cncn2)(c2ccc(C)cc2)O1 (stereo unspecified) | 0.1% | 0.0% | -3.6% | -1.1% | -1.4% | 10% | -46 | 5 | -1% | i
CCOC(=O)c1cc(C)sc1NC(=O)CSC1=NCCS1 | -0.2% | 1.3% | . | 2.7% | . | -5% | . | . | 4% | .
O=C(Nc1ccc(-c2noc(-c3cccs3)n2)cc1)c1cccnc1 | 0.2% | 0.6% | -5.9% | ? | 1.0% | 2% | -20 | -17 | -6% | i
Cc1cccc(NC(=O)c2snc3c(=O)[nH]cnc23)c1 | . | 1.4% | -3.2% | . | -1.0% | 9% | . | . | . | i
CCCCSCCCNC(=O)CCCN1C(=O)c2ccccc2Sc2ncccc21 | 0.1% | -0.2% | . | 0.8% | . | 22% | . | . | -4% | .
Cc1ccc(NC(=S)N2CCC(NC(=O)c3ccccc3)CC2)cc1 | -0.6% | -0.7% | . | 0.5% | . | 20% | . | . | -3% | .

This is a random part of the collection; about 2.2% have a hit in one of these screens.
